Screening data: PubChem, National Center for Advancing Translational Sciences (NCATS)
NPC1 prom act: activates the NPC1 promoter. Huh7 NPC1 promoter luciferase reporter, 24 h. Potency, µM (top dose mostly 9.22 µM), for the others: at the top dose activation, hits mostly activators. 320,000 tested, 2.4% active. AID 485313;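 also: potency is read from the fitted curve at half-maximal effect; % of control where 0% means no effect; nearly all actives have a fitted effect of over 60% in size; reporter is driven by a mutant NPC1 promoter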
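Stably transfected Huh7 (NPC1 promoter→luciferase), 1500 cells/well in Opti-MEM + 10% FBS, 2 h settle, then compound 24 h at 37 °C. Luminescence after 10 min with Amplite reagent.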
Gal4-VP16 FLuc: counter-screen for ROR gamma inhibitors: Gal4-VP16 reporter; Drosophila S2 Gal4-VP16 UAS-luciferase, luminescence, 20 h; Potency, µM (doses to about 53.6 µM), for the others: at the highest dose activity, negative = inhibition, actives largely listed as inhibitors; 310,000 tested, 3.5% active;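 also: Gal4-VP16 expression switched on by copper sulfate through the metallothionein promoter; potency is read from the fitted curve at half-maximal effect; % is scaled to controls: 0 for no effect and ±100 for the full control effect; nearly all actives have a fitted effect of over 50% in size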
PKM2 activator: increases activity of human pyruvate kinase M2. Potency, µM (highest dose often 57.5 µM), for the others: at the top dose activation, usual class: activators. P14618. purified PKM2, Kinase-Glo ATP luminescence, activation; response scale: 0% is enzyme alone, no compound. 260,000 tested, 0.34% active. AID 1631; also: potency is read from the fitted curve at half-maximal effect; % is scaled to controls: 0 for no effect and ±100 for the full control effect; nearly all actives have a fitted effect of over 55% in size
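hPK-M2, >95% pure; 0.1 mM ADP / 0.5 mM PEP final; imidazole pH7.2 buffer w/ 7 mM MgCl2, 50 mM KCl; 1 h RT; Kinase-Glo lum. Intermediate enzyme activity for dual inhibitor/activator qHTS.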
Rab9 prom act: Rab9 promoter activation; Huh7 Rab9 promoter-luciferase reporter, luminescence, 24 h; Potency, µM (series often up to 9.22 µM), for the others: at the highest dose activation, negative = inhibition, hits mostly activators; 320,000 tested, 2.8% active; AID 485297; also: potency is read from the fitted curve at half-maximal effect; % of control where 0% means no effect; nearly all actives have a fitted effect of over 60% in size
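Luciferase signal after 10 min detection reagent at ambient indicates Rab9 promoter upregulation; stably transfected Huh7 cells were treated 24 h with compound in DMSO at 37 °C, 5% CO2.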
ELG1 genotox: genotoxicity induction in ELG1-luciferase HEK293T cells; HEK293T ELG1-luciferase reporter, luminescence, 16 h; Potency, µM (series often up to 46 µM), for inactives: at the highest dose activity change, positive = activation, most hits filed as activators; 330,000 tested, 1.3% active; also: potency is read from the fitted curve at half-maximal effect; % of control where 0% means no effect; nearly all actives have a fitted effect of over 60% in size
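Cells (2,000/well) expressing the ELG1-luciferase fusion are dosed by pin tool and kept 16 hr at 37 °C, 5% CO2. Signal comes from ONE-Glo luciferase reagent after 30 min at room temperature.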
RORgamma inh: blocks mouse ROR gamma transcriptional activity | P51450 | Drosophila S2 Gal4-RORgamma UAS-luciferase reporter, 20 h | Potency, µM (top dose mostly 53.6 µM), without a hit: at the top dose activity change, negative = inhibition, actives largely listed as inhibitors | 310,000 tested, 5.4% active; also: potency is read from the fitted curve at half-maximal effect; % is scaled to controls: 0 for no effect and ±100 for the full control effect; nearly all actives have a fitted effect of over 60% in size
Target sequence (P51450 whole entry, looked up, the tested form may be a part): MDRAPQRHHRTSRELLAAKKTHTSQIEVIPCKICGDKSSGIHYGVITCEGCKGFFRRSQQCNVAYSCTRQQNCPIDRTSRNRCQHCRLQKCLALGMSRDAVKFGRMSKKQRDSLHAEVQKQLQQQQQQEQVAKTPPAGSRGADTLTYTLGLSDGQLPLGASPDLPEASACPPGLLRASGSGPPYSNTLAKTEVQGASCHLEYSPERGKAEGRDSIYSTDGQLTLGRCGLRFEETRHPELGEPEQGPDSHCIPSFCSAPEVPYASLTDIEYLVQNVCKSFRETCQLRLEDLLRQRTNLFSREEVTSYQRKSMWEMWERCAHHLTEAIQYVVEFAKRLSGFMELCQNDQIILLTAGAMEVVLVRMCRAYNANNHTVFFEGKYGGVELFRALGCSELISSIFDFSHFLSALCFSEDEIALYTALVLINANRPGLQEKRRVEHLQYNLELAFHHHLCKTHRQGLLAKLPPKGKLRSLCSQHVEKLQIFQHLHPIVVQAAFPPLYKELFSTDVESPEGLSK
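Using a luciferase readout, inhibitors were identified by reduced reporter activity in Drosophila cells coexpressing a copper-inducible Gal4–ROR gamma fusion and UAS-driven Photinus luciferase, incubated 20 hr after 700 uM copper sulfate.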
Menin-MLL TR inh: menin-MLL binding inhibition, Texas Red mutant peptide | O00255 | Menin + Texas Red MLL mutant peptide, fluorescence polarization | Potency, µM (highest dose often 61.6 µM), for inactives: top-dose FP activity change, negative = inhibition, usual class: inhibitors | 270,000 tested, 0.23% active | AID 1768; active = well fitted inhibition curve with a large enough effect in the polarisation, with a control signal flat, not every such curve was filed as active; inconclusive = small, poorly fitted or top-dose-only effect, or effect the other way, or a change in a side signal; inactive = no such curve, though single readings can be large or run the other way; the % refers to the polarisation; also: potency is read from the fitted curve at half-maximal effect; % of control where 0% means no effect; many of its hits are not listed in these tables
FLuc modulator: counter-screen for miR-21 project: firefly luciferase inhibitors or activators; purified FLuc, Km substrates, luminescence inhibition; Potency, µM (titrated, usually from 57.5 µM), for inactives: at the highest dose activity change, negative = inhibition, most hits filed as inhibitors; 360,000 tested, 6.9% active;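 also: potency is read from the fitted curve at half-maximal effect; plate controls were vehicle for no effect and reference inhibitor for full effect; nearly all actives have a fitted effect of over 55% in size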
Target sequence (P08659 whole entry, looked up): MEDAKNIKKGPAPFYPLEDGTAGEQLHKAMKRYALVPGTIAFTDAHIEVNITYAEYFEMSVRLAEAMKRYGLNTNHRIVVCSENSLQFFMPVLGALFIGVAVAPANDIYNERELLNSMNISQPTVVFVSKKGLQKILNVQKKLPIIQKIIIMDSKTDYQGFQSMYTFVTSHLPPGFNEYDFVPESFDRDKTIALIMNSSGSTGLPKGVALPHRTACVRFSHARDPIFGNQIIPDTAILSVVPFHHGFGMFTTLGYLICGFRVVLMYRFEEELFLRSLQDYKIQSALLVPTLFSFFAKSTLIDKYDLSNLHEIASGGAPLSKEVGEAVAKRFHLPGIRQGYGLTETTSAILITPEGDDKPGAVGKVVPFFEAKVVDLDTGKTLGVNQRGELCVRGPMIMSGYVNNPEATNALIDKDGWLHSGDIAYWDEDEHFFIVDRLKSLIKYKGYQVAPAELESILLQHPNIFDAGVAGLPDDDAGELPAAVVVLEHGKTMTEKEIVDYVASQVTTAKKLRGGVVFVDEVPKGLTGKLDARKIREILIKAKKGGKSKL
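Biochemical qHTS of compounds, final roughly 60 µM downward over six points, against 10 nM purified firefly luciferase using Km concentrations of substrates (10 uM D-luciferin, 10 uM ATP) in Tris acetate pH 7.5 buffer; luminescence output.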
p53 reactivator: re-activators of mutant p53. H1299 p53-A138V BP100-luciferase reporter, luminescence, 24 h. Potency, µM (series often up to 92.2 µM), inactives show at the highest dose activity change, positive = activation, hits mostly activators. 320,000 tested, 0.063% active. AID 504706; also: potency is read from the fitted curve at half-maximal effect; % of control where 0% means no effect; nearly all actives have a fitted effect of over 45% in size
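H1299 (p53-null), stable ts p53-A138V + BP100-Luc; 1000 cells/well, Opti-MEM/10% FBS; cpd 4 pt, 1:5; 24 h, 37 deg C, 5% CO2; detection reagent 10 min RT; luminescence.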
BRCA1 expr act: increases BRCA1 expression. MCF7-BRCA1-FFLuc reporter, luminescence, 48 h; response scale: scaled: vehicle 0%, 10 µM genistein 100%. Potency, µM (doses to about 46.1 µM), for the others: top-dose activation, actives largely listed as activators. 380,000 tested, 1.1% active. AID 624202; also: potency is read from the fitted curve at half-maximal effect; nearly all actives have a fitted effect of over 80% in size; some results filed as inactive show a strong effect at the top dose
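48 h compound treatment of MCF7-BRCA1-FFLuc cells (phenol-red free MEM, 37 °C), then 15 min with luciferase substrate and luminescence imaging.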
Giardia kill: kills Giardia lamblia. 340,000 tested, 0.15% active. Giardia lamblia trophozoite viability. activity change, % at 7.66 µM, hits read low; in the data active = activity change below about -80%; inconclusive = between about -30% and that limit;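 also: parasites exposed to compound for two days anaerobically before the ATP read; % is scaled to controls: 0 for no effect and ±100 for the full control effect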
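Luminescence from cellular ATP indicates surviving trophozoites (100 cells/well) following 48 hrs anaerobic compound treatment at 37 deg C; signal develops 15-30 min at room temperature.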
Active calls of the source: *; ? = inconclusive; . = not tested or not shown; [ ] = remark or other dose. Unless noted, calls follow the shape of the dose curve; as a rule, active = well fitted curve in the direction sought with a large enough effect; inconclusive = small, poorly fitted or top-dose-only effect, or another doubt; inactive = no such curve, though single readings can be large; an effect the other way counts as inactive or inconclusive. A portion of the library, so the mix of outcomes need not match the whole.

cpd	canonical_smiles	Menin-MLL TR inh	Gal4-VP16 FLuc	RORgamma inh	PKM2 activator	p53 reactivator	ELG1 genotox	Rab9 prom act	BRCA1 expr act	Giardia kill	NPC1 prom act	FLuc modulator
1	CCCc1nnc(NC(=O)CCCN2C(=O)c3ccccc3C2=O)s1	1%	1%	3%	-5%	0%	-2%	-3%	5%	-20	-6%	3%
2	CC(=C1C(=O)c2ccccc2C1=O)N1CCN(c2ccc(F)cc2)CC1	.	7%	15%	-1%	4%	-2%	-3%	-15%	20	-4%	-2%
3	CCOc1ccc(NC(=O)CSc2nnc(C3CC3)n2C2CC2)cc1	.	.	.	.	-8%	-1%	-4%	4%	-24	-3%	0%
4	CCOc1ccc(C(=O)Nc2c3c(nn2C(C)(C)C)CSC3)cc1OCC	10%	-1%	13%	30%	-1%	-1%	-6%	1%	4	0%	5%
5	Cc1ccc(SCC(=O)OCC(=O)N(C)CC(=O)Nc2ccc(F)cc2)cc1C	.	.	.	.	9%	0%	-6%	-12%	8	-3%	-13%
6	COc1ccc(NC(=O)CCNS(=O)(=O)c2cc(Br)ccc2Br)cc1S(N)(=O)=O	21%	-2%	-39%	1%	1%	0%	-3%	-17%	-22	-2%	1%
7	COc1ccccc1OCCn1cc(C(=O)O)c2ccccc21	3%	-24%	0%	-11%	15%	-3%	1%	-5%	-6	-1%	-8%
8	COc1cc2c(cc1NC(=O)c1ccc(C(C)(C)C)cc1)CCCC2	10%	-6%	19%	-22%	-7%	-5%	3%	-55%	-19	-5%	-16%
9	CCC(=O)N1CCC(c2ccc(OC)cc2)=N1	-21%	-7%	25%[10 µM]	-7%	?	?	?	11µM*	8	23%	?
10	COCC(=O)Nc1cc(C(=O)Nc2ccccc2)ccc1Cl	15%	18%	1%	-5%	8%	11%	28%	.	.	25%	?
11	Cc1ccc(C(=O)Nc2ccon2)cc1S(=O)(=O)N1CCCCCC1	?	-2%	13%	2%	3%	-1%	1%	15%	7	10%	-18%
12	CCc1noc(C)c1C(=O)OCC(=O)NCc1ccccc1OC	.	.	.	.	27%	3%	-6%	1%	0	3%	-2%
13	CCOc1cc(/C=C2/SC(=S)N(C)C2=O)ccc1Oc1ccc([N+](=O)[O-])cc1[N+](=O)[O-]	14%	1%	2%	-13%	2%	0%	1%	.	.	-1%	1%
14	COc1ccc(N(CC(=O)NCCSCc2ccccc2Cl)S(C)(=O)=O)cc1Cl	12%	-1%	34%	-1%[11.5 µM]	.	-2%	-4%	-7%	-9	-6%	6%
15	O=Cc1ccc(Sc2ncccn2)o1	-3%	-5%	-6%	.	9%	-2%	0%	2%	-12	0%	-2%
16	CC(=O)Nc1ccc(NC(=O)c2cc(C)nn2-c2ccccc2)cc1	20%	-4%	12%	5%	2%	2%	0%	-18%	-15	2%	-2%
17	CC(C)CN1C(Nc2ccccc2)=NC[C@@H]1C	-18%	-5%	-14%	0%	3%	0%	5%	32%	19	-1%	0%
18	COc1ccc(Cl)cc1NC(=S)N1CCCCCC1	5%	-30%	?	-4%	9%	-1%	0%	-1%	-17	0%	-5%
19	Cc1cc(C)cc(NC(=O)COC(=O)c2cccc(S(=O)(=O)N3CCCCC3)c2)c1	.	.	.	.	-6%	2%	0%	-4%	8	-5%	1%
20	COc1ccc(CCNC(=O)NCCc2c[nH]c3ccccc23)cc1OC	1%	4%	1%	.	-7%	-3%	2%[1.84 µM]	-5%	8	-4%	4%
21	CCC(=O)Nc1cc(-c2nc3ncccc3o2)ccc1Cl	-6%	-7%	27%	-3%	.	5%	8%	8%	0	1%	?
22	CCC1CCCCN1S(=O)(=O)c1ccc(NC(=O)c2cccs2)cc1 (configuration not stated)	?	-16%	?	2%	2%	-6%	-1%	-55%	3	-7%	0%
23	CCCc1nc2sc(C(=O)OCC)c(N)c2c2c1COC(C)(C)C2	10%	-6%	-1%	1%	1%	?	-8%	41%	0	-2%	0%
24	COc1ccccc1CC(=O)O/N=C(\N)c1cccc([N+](=O)[O-])c1	13%	0%	?	3%	6%	0%	-14%	9%	46[activator]	2%	-6%
25	COc1ccc(OC)c(C2C(C#N)=C(N)N(N(C)C)C3=C2C(=O)CC(C)(C)C3)c1 (configuration not stated)	2%	9%	5%	.	-7%	2%	0%	-28%	-7	-2%	0%
26	O=c1[nH]c(C2CCCCC2)nc2ccccc12	-22%	2%	20%	-3%	-4%	0%	-2%	-8%	15	0%	-1%
27	CC(=O)c1cc(-c2ccc(F)cc2)n(CCC(=O)NC(C)(C)C)c1C	-13%	17%	-2%	3%	4%	7%	1%	9%	2	-8%	5%
28	CN(C)c1ccc(N=Cc2ccco2)cc1	?	?	?	-7%	?	?	9%	51%	11	12%	4.8µM*
29	COc1cc(NC(=O)C2CCN(S(=O)(=O)c3cccs3)CC2)cc(OC)c1	.	.	.	.	-5%	-30%	0%	-6%	-2	0%	1%
30	Cc1ccc(N2C(=O)CC(Sc3nc4ccccc4o3)C2=O)cc1Cl (configuration not stated)	-20%	?	?	27%	-11%	1%	-1%	7%	-11	-3%	-12%

Record cards, from the list above.
CCc1noc(C)c1C(=O)OCC(=O)NCc1ccccc1OC in the list: Menin-MLL TR inh: .; Gal4-VP16 FLuc: .; RORgamma inh: .; PKM2 activator: .; p53 reactivator: 27%; ELG1 genotox: 3%; Rab9 prom act: -6%; BRCA1 expr act: 1%; Giardia kill: 0; NPC1 prom act: 3%; FLuc modulator: -2%
COc1ccccc1CC(=O)O/N=C(\N)c1cccc([N+](=O)[O-])c1 in the list: Menin-MLL TR inh: 13%; Gal4-VP16 FLuc: 0%; RORgamma inh: ?; PKM2 activator: 3%; p53 reactivator: 6%; ELG1 genotox: 0%; Rab9 prom act: -14%; BRCA1 expr act: 9%; Giardia kill: 46[activator]; NPC1 prom act: 2%; FLuc modulator: -6%

(cont.)
cpd	canonical_smiles	Menin-MLL TR inh	Gal4-VP16 FLuc	RORgamma inh	PKM2 activator	p53 reactivator	ELG1 genotox	Rab9 prom act	BRCA1 expr act	Giardia kill	NPC1 prom act	FLuc modulator
31	COc1ccc(Cl)cc1C(=O)OCC(=O)NC1CCCC(C)C1C (configuration not stated)	.	.	.	.	-1%	-3%	3%	-5%	15	0%	3%
32	Cc1cc2ccccn2c1C(=O)c1cc([N+](=O)[O-])cc([N+](=O)[O-])c1	0%	23%	-38%	13%	-2%	-6%	-6%	-60%	-25	0%	-1%
33	CS(=O)(=O)c1ccc(Cl)c(NC(=O)COC(=O)CCc2c[nH]c3ccccc23)c1	.	.	.	.	-7%	2%	-6%	-10%	3	-3%	2%
34	Cc1ccc2oc(Nc3nc(C)cc(C)n3)nc2c1	5%	6%	-6%	-2%	?	9%	3.2µM*	0%	-24	?	?
35	Cn1cc(Cl)nc1C(O)c1ccccc1 (configuration not stated)	1%	-2%	1%	-3%	-9%	1%	-2%	-18%	-4	-1%	5%
36	O=C(Cc1ccccc1)Nc1cccc(N2CCCC2)c1	-29%	?	?	15%	4%	-2%	13%	-2%	7	0%	-6%
37	CC(=O)c1c(C)[nH]c(C(=O)OCC(=O)Nc2ccccc2Cl)c1C	8%	14%	31%	-1%	7%	-1%	-9%	-42%	-10	-5%	-11%
38	CC(C)C(NC(=O)CN1C(=O)c2ccccc2C1=O)c1ccccc1 (configuration not stated)	0%	3%	-13%	.	3%	0%	0%	4%	2	0%	1%
39	CC(C)(C)c1cc(-c2n[nH]c(=S)n2-c2ccc(Cl)cc2)n[nH]1	.	-17%	7.1µM*	14%	0%	-3%	-4%	-26%	18	-3%	1%
40	CCC(C(=O)Nc1ccccc1)c1ccccc1 (configuration not stated)	12%	-2%	-5%	-6%	3%	-1%	-2%	-27%	-11	0%	-8%

Only PKM2 activator, NPC1 prom act and p53 reactivator (2 entries from above):
entry | Structure | PKM2 activator | NPC1 prom act | p53 reactivator
8 | COc1cc2c(cc1NC(=O)c1ccc(C(C)(C)C)cc1)CCCC2 | -22% | -5% | -7%
9 | CCC(=O)N1CCC(c2ccc(OC)cc2)=N1 | -7% | 23% | ?
